Mtb UGM inh: inhibitors of M. tuberculosis UDP-galactopyranose mutase; P9WIQ1; purified UGM, fluorescence polarization probe displacement; inhibition, % at 10 µM; 0.06% of 320,000 active; AID 504406; in the data active = inhibition above about 10%, passing the limit was not always enough; inconclusive = no clear call, values can overlap the other calls
Target sequence (P9WIQ1 whole entry, looked up): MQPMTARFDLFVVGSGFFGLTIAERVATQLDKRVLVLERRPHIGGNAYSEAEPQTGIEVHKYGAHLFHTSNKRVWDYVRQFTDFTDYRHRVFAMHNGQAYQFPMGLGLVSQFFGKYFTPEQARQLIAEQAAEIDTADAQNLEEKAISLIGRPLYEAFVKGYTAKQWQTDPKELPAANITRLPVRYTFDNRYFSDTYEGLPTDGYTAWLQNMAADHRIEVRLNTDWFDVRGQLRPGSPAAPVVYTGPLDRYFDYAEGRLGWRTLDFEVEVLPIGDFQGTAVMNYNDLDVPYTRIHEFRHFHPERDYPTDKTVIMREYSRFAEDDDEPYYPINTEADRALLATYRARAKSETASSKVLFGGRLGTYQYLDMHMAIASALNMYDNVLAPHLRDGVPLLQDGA
Mtb FBA inh: inhibitors of M. tuberculosis fructose-bisphosphate aldolase; P9WQA3; purified M. tuberculosis FBA, fluorescence read-out; inhibition, % at 1 µM; 2.3% of 360,000 active; in the data active = inhibition above about 27%;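 also: 0% = vehicle and 100% = reference inhibitor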
Target sequence (P9WQA3 whole entry, looked up): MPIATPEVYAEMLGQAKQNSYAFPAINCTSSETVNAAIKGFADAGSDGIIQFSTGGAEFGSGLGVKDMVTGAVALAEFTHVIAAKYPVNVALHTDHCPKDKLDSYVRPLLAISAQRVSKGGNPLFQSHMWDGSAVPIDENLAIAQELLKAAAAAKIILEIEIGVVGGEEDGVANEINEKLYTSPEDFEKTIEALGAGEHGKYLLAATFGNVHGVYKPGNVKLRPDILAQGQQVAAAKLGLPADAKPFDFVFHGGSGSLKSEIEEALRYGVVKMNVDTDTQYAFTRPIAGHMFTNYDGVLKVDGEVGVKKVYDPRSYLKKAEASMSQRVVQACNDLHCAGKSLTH
PfHsp40 rescue: compounds rescuing yeast from Plasmodium falciparum HSP40 toxicity | S. cerevisiae expressing PfHsp40, growth rescue, ATP luminescence | growth rescue, % at 12.5 µM | 0.68% of 340,000 active; in the data active = growth rescue above about 28%, passing the limit was not always enough; inconclusive = no clear call, values can overlap the other calls;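 also: yeast W303a lacking pdr1 and pdr3 grown in galactose medium; growth measured after three days at 30 °C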
BioA inh: inhibitors of Mycobacterium tuberculosis BioA enzyme; 0.096% of 360,000 active; purified M. tuberculosis BioA enzyme, plate reader; inhibition, % at 9.99 µM; in the data active = inhibition above about 40%; inconclusive = no clear call, values can overlap the other calls
BoNT-F LC inh: blocks Botulinum neurotoxin F light chain protease; Multiplex microsphere protease cleavage assay, flow cytometry; inhibition, % at 10 µM; 0.22% of 360,000 active; AID 588497; in the data active = inhibition above about 35%, passing the limit was not always enough; inconclusive = no clear call, values can overlap the other calls; also: plate controls were buffer without enzyme for full effect and enzyme alone for no effect
Anthrax LF prot: blocks Bacillus anthracis lethal factor protease; P15917; multiplex microsphere protease cleavage assay, LF; inhibition, % at 10 µM; 0.12% of 360,000 active; also: plate controls were buffer without enzyme for full effect and enzyme alone for no effect
BoNT A protease: BoNT A light chain protease inhibition; AID 588499; multiplex microsphere protease substrate cleavage, flow cytometry; 0.17% of 360,000 active; inhibition, % at 10 µM; also: plate controls were buffer without enzyme for full effect and enzyme alone for no effect
FadD28 binding: blocks FadD28 binding to the bisubstrate probe. fluorescence polarization. inhibition, % at 12.5 µM. 0.22% of 360,000 active. AID 588549; in the data active = inhibition above about 8.5%, passing the limit was not always enough; inconclusive = no clear call, values can overlap the other calls
GDH-TPI counter: counter-screen for M. tuberculosis FBA inhibitors: GDH-TPI coupled enzymes; AID 588335; GDH-TPI coupled enzyme counterscreen, NADH absorbance; 1.2% of 360,000 active; inhibition, % at 4.8 µM; in the data active = inhibition above about 30%;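 also: 0% = DMSO wells and 100% = wells lacking the enzyme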
Starred values were filed as active, the others as inactive; ? = inconclusive; · = no result given; & = joins results of further samples. Rule as the data show it, unless noted: active = inhibition above about 30%; inconclusive = no clear call, values can overlap the other calls; inactive = below that. Not a hit list; any-hit rate near 4.7%.

Values run as follows: Mtb UGM inh, Mtb FBA inh, PfHsp40 rescue, BioA inh, BoNT-F LC inh, Anthrax LF prot, BoNT A protease, FadD28 binding, GDH-TPI counter
NC(=O)C1CCN(c2oc(-c3ccccc3F)nc2S(=O)(=O)c2ccc(Cl)cc2)CC1
 : 0.5, 3, 0.4, 3.5, ?, -6, -0.5, -0.1, 7
CCOC(=O)Cn1c(=O)c2c(nc(N3CCCCC3)n2C)n(C)c1=O
 : 1.1, 1, -1.2, 7.9, -8, -13, -0.8, 0.1, 3
O=C(CCc1ccccc1)NC(=S)Nc1cc(C(F)(F)F)ccc1N1CCOCC1
 : -1.5, -3, 1.5, -0.6, -2, 0, 1.5, -4.3, 4
O=C(Cc1cccc(C(F)(F)F)c1)OCC(=O)N1CCN(S(=O)(=O)c2ccc(Cl)cc2)CC1
 : -1.5, 4, -0.1, -1.6, 4, -1, -0.9, -2.2, 5
CCc1c(C)nc2c(C)cccc2c1SCCC#N
 : -0.9, -2, 1.6, ·, 1, 1, 0.1, -4.8, 2
COc1cccc2c1NC(C(=O)O)C1CC=CC21 (configuration not stated)
 : 1.3, 1, -0.1, ·, ?, ?, ?, 6.5, 8
O=c1c2ccccc2oc2c1oc1ccccc12
 : ·, 1, 4.4, -1.7, -2, -8, 0.1, -1.4, 7
COc1cc(/C=C/C(=O)OCC(=O)NCc2ccco2)cc(OC)c1OC
 : -0.2, 7, 0.7, ·, -4, -2, -0.9, -0.4, 5
CCCCN(CCCC)C(=O)C1CC=CCC1C(=O)O (configuration not stated)
 : -0.3, -1, -1.4, ·, 1, 2, 0.5, 0.4, -1
O=C(c1cccc(S(=O)(=O)Nc2ccccc2Cl)c1)N1CCC1
 : -2.4, -2, 2.2, -2.4, ·, ·, ·, 1.8, 7
O[C@@H]1CN(CC2CCCCC2)[C@@H](c2ccc(Cl)cc2)C[C@H]1n1cc(-c2ccc(F)cc2)nn1
 : ·, 2, ·, -1.8, 2, 2, -0.2, -1.3, 8
Nn1c(SCC(=O)Nc2ccccc2C(F)(F)F)nncc1=O
 : -0.3, 2, -0.3, -0.6, -10, -2, -0.5, -2.8, -1
N#Cc1c(NC(=O)CSc2nc(N)cc(=O)[nH]2)sc2c1CCCCCC2
 : 1.8, -2, -0.8, -0.6, 3, -2, 0.3, 0.2, 5
CC(OC(=O)CCC(=O)c1cccs1)C(=O)NC1CCCCC1C (configuration not stated)
 : 3.6, 5, -0.2, -0.8, -16, -3, -9.2, -1.4, 9
O=C(CCCCCn1c(=O)[nH]c2ccccc2c1=O)N1CCN(Cc2ccc3c(c2)OCO3)CC1
 : 1.8, 3, -0.1, ·, 5, -6, -0.3, -0.8, 2
CCc1cccc2c(C(=O)COC(=O)c3ccc([N+](=O)[O-])s3)c[nH]c12
 : 0.0, 2, 37*, ·, -3, 1, 0.4, 33*, 13
CCC(C)N(C(=O)COC(=O)c1cc([N+](=O)[O-])ccc1N1CCOCC1)C1CCS(=O)(=O)C1 (configuration not stated)
 : -0.5, -2, 6.7, -2.6, 2, 2, -3.9, 0.1, 7
COc1cc(C(c2c(C)[nH][nH]c2=O)c2c(C)[nH][nH]c2=O)cc(Cl)c1O
 : -1.6, -9, -0.5, 0.1, ?, -9, 2.0, -3.7, -11
COCCNC(=O)C(c1ccco1)N(C(=O)Cn1nnc2ccccc21)c1ccc(C)cc1C (configuration not stated)
 : -1.2, 0, 0.1, 7.6, 0, -1, 0.2, -1.1, -3
Cc1ccc(S(=O)(=O)NC(=O)NC(C)(C)C)cc1
 : 2.4, 0, 0.0, 1.2, -14, 1, 0.4, -2.1, -10
O=C(c1ccc(Cl)c(S(=O)(=O)N2CCOCC2)c1)N(Cc1nnc(-c2ccccc2Cl)o1)C1CC1
 : -4.9, -3, -1.6, 0.4, -10, -2, 1.8, -2.2, -12
COC(=O)c1ccccc1NC(=O)Nc1cc(C)cc(C)n1
 : 0.6, 6, -1.2, ·, 6, -1, 4.0, -1.3, 0
CN(C)CCSc1nc2cc(S(=O)(=O)N3CCCCC3)ccc2o1
 : -0.9, 1, 0.4, 0.0, 2, -6, 0.2, -0.3, 7
Cc1ccc(NC(=O)CN(C)CC(=O)Nc2ccccc2C#N)cc1
 : -1.0, -3, 0.6, -1.5, 8, -5, 0.1, -0.3, 0
Cc1ccc(-n2nc3c(=O)n(CCCC(=O)NCc4ccccc4Cl)nc(C)c3c2C)cc1
 : -0.1, -1, 0.4, 0.6, 2, -1, 0.6, -5.0, -2
CC(CCc1ccc(O)cc1)NCc1ccc(Cl)cc1Cl (configuration not stated)
 : -2.7, 0, -1.3, 2.0, ·, ·, ·, -0.9, 29
C[C@H](CO)N1C[C@H](C)[C@@H](CN(C)C(=O)c2ccccn2)Oc2cc(Br)ccc2S1(=O)=O
 : ·, 0, ·, 0.5&-3.0, 4, -6, -0.2, 0.0, -2
CCCC(=O)Nc1ccc2c(c1)nc1n2CCN(CCOC)C1
 : -1.8, 33*, -1.3, 0.6, -13, 2, -1.5, -1.7, 5
CC(C)CN(C(=O)COc1ccc(C(C)(C)C)cc1)C1CCS(=O)(=O)C1 (configuration not stated)
 : 2.3, 7, 0.2, 0.3, ?, 0, ?, -0.5, 14
CO/N=C/c1c(-c2ccccc2)nn(C)c1Cl
 : 1.6, 5, -0.6, ·, 4, 0, -1.3, -1.3, 10
Cc1ccc(C(O)Cn2cc([N+](=O)[O-])nc2C)cc1 (configuration not stated)
 : 3.2, -3, 0.1, -2.7, ?, 8, ?, 0.2, 1
CC(C)c1ccc(NC(=O)C2(C)Cc3c(-c4ccc(N(C)C)cc4)ccnc3O2)cc1 (configuration not stated)
 : ·, 21, ·, -0.8, -1, -7, -0.6, -2.3, 8
COc1ccc(C(C)(C)C)cc1NC(=O)Cn1cnnn1
 : -0.6, -2, 0.4, ·, -3, 1, -0.5, -2.1, -5
COc1cc(-c2nnc3sc(C4CCCCC4)nn23)cc(OC)c1OC
 : -1.3, 2, 1.7, 1.0, -33, -5, -1.3, -4.0, 4
Cc1ccc(N2CCN(C(=O)c3cccs3)CC2)c(C)c1
 : -3.2, -1, 0.5, -0.4, ?, -2, -3.1, -2.7, 12
Cc1ccc(C)c(NC(=S)Nc2cccc3cnccc23)c1
 : 2.8, 6, -0.3, ·, -18, -10, -1.1, -1.0, 2
CC1(C)C2([N+](=O)[O-])CN3CC1([N+](=O)[O-])CN(C2)C3c1ccccc1 (configuration not stated)
 : -1.5, 0, 1.1, ·, 6, 1, 3.5, 0.6, 4
Cc1cc(C(=O)COC(=O)c2cc(Cl)ccc2N)c(C)n1Cc1ccco1
 : -0.7, 11, -0.8, ·, 0, -5, -0.3, -2.2, 15
CCCC#Cc1ccc2c(c1)O[C@H](CN(C)S(=O)(=O)c1cccc(OC)c1)[C@H](C)CN([C@H](C)CO)S2(=O)=O
 : ·, -3, ·, -1.0&-2.7, 0, -3, 0.0, -2.6, 0
CC1CCCN(Cc2c(O)ccc3c4c(c(=O)oc23)CCCC4)C1 (configuration not stated)
 : 1.2, ·, -1.0, 1.2, -2, -5, -1.0, -2.8, 28
COc1cc(Cc2nc3ccc(S(=O)(=O)N4CCOCC4)cc3[nH]2)cc(OC)c1OC
 : -1.5, 1, 0.8, 0.3, -8, -3, -0.4, -4.8, 9
CC(=O)c1cc2c(cc1NC(=O)CCc1c(C)nc3ncnn3c1C)OCO2
 : 7.9, 2, -1.3, 0.3, -11, 4, 2.3, -1.9, 5
Cc1nn(-c2cccc(C(F)(F)F)c2)c(Cl)c1/C=N/Nc1cccc(C(=O)O)c1
 : 0.5, -1, 4.3, ·, -5, 0, -0.6, ?, 12
COCCCN(CC(=O)NCc1ccccc1)S(=O)(=O)c1ccc(C)cc1
 : -0.6, 5, -1.6, -0.6, -4, 4, -1.3, 1.6, 11
Cc1cccn2cc(CSc3nnc(Nc4ccc(C(C)C)cc4)s3)nc12
 : 0.9, 1, 2.4, ·, -1, -1, -0.8, -1.8, 3
Cc1cc(Nc2ccccc2)n(C(=O)c2ccccc2)n1
 : -1.0, 0, 2.3, 0.9, 2, -1, -0.2, -4.6, 8
COc1cccc(C2(C)NC(=O)N(CC(=O)Nc3ccc(N4CCOCC4)cc3)C2=O)c1 (configuration not stated)
 : 0.3, -4, 1.5, 0.0, -13, -4, -0.2, 1.5, 6
O=C(O)CCCSc1nccn1-c1ccccc1
 : 1.9, -1, -1.0, ·, -6, -2, -0.7, -0.3, -1
O=C(CSc1nnc(-c2cccnc2)s1)Nc1ccnc2ccccc12
 : 3.0, 0, 1.1, ·, 2, 0, 0.5, -5.3, 4
CC(=O)Nc1ccccc1-c1nnc(SCc2ccccc2Cl)[nH]c1=O
 : 0.1, 0, -0.5, -2.7, -5, -10, 0.9, -2.7, 5
C[C@@H]1CN([C@@H](C)CO)C(=O)CCCn2nncc2CO[C@H]1CN(C)S(=O)(=O)c1cccs1
 : ·, 2, ·, -0.7&-2.1, 1, -4, -0.4, -2.2, -7
CC1Cc2cc(/C(O)=C3\C(=O)C(=O)N(CCN(C)C)C3c3ccccc3F)ccc2O1 (configuration not stated)
 : 0.8, -2, -2.9, -1.4, -4, -9, 0.5, 6.4, 6
Cc1ccc(-c2cc(C(F)F)nc(N3CCOCC3)n2)cc1
 : -3.0, 5, 0.3, ·, -4, 1, -0.2, -0.4, -2
O=C(CN1CCN(C(=O)c2ccccc2)CC1)Nc1ccc(Br)cn1
 : 1.9, 1, -0.4, 1.1, 5, -4, 0.5, -1.6, 5
COc1ccccc1/C=C/CN1CCCC(CO)(Cc2cccc(Cl)c2)C1 (configuration not stated)
 : -0.3, 3, 0.0, -1.6, -8, -9, -0.4, -4.8, -11

Filtered by structure: those above containing two or more sulfur atoms
Values run as follows: Mtb UGM inh, Mtb FBA inh, PfHsp40 rescue, BioA inh, BoNT-F LC inh, Anthrax LF prot, BoNT A protease, FadD28 binding, GDH-TPI counter
N#Cc1c(NC(=O)CSc2nc(N)cc(=O)[nH]2)sc2c1CCCCCC2
 : 1.8, -2, -0.8, -0.6, 3, -2, 0.3, 0.2, 5
CN(C)CCSc1nc2cc(S(=O)(=O)N3CCCCC3)ccc2o1
 : -0.9, 1, 0.4, 0.0, 2, -6, 0.2, -0.3, 7
CCCC#Cc1ccc2c(c1)O[C@H](CN(C)S(=O)(=O)c1cccc(OC)c1)[C@H](C)CN([C@H](C)CO)S2(=O)=O
 : ·, -3, ·, -1.0&-2.7, 0, -3, 0.0, -2.6, 0
Cc1cccn2cc(CSc3nnc(Nc4ccc(C(C)C)cc4)s3)nc12
 : 0.9, 1, 2.4, ·, -1, -1, -0.8, -1.8, 3
O=C(CSc1nnc(-c2cccnc2)s1)Nc1ccnc2ccccc12
 : 3.0, 0, 1.1, ·, 2, 0, 0.5, -5.3, 4
C[C@@H]1CN([C@@H](C)CO)C(=O)CCCn2nncc2CO[C@H]1CN(C)S(=O)(=O)c1cccs1
 : ·, 2, ·, -0.7&-2.1, 1, -4, -0.4, -2.2, -7

Look-ups from the list.
Result for `COCCCN(CC(=O)NCc1ccccc1)S(=O)(=O)c1ccc(C)cc1` under BoNT-F LC inh: -4
Result for `Cc1nn(-c2cccc(C(F)(F)F)c2)c(Cl)c1/C=N/Nc1cccc(C(=O)O)c1` under BoNT-F LC inh: -5

Source: PubChem BioAssay
